MCF10A rereplic – induces DNA re-replication in MCF 10a normal breast cells | MCF 10A DNA re-replication, Hoechst nuclear intensity, 48 h | Potency, µM (doses to about 46.1 µM), without a hit: at the highest dose activity, positive = re-replication, usual class: activators | hit rate 2.9% among 350,000; note: potency is the fitted concentration of half-maximal effect; % of control where 0% means no effect; nearly all actives have a fitted effect of over 50% in size
HT1080 IDH1KD tx – kills HT-1080 cells with IDH1 knockdown; HT-1080 IDH1 knockdown viability, ATP luminescence, 48 h; Potency, µM (top dose mostly 46.1 µM), inactives show top-dose activity, negative = toxicity, actives largely listed as cytotoxic; hit rate 2% among 360,000;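 note: potency is the fitted concentration of half-maximal effect; 0% = DMSO wells and -100% = cell-free medium wells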
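CellTiter-Glo luminescence after 48 h compound exposure at 37 degrees C of IDH1-knockdown HT-1080 cells in 5% FBS RPMI. %Activity scaled between DMSO wells and cell-free media wells, with curves fitted and assigned curve classes.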
KB-V1 cytotox – KB-V1 MDR subline cytotoxicity; KB-V1 MDR cells viability, CellTiter-Glo, 72 h; AID 1347076; Potency, µM (series often up to 46.1 µM), without a hit: at the highest dose activity change, negative = cytotoxicity, most hits filed as cytotoxic; hit rate 3.4% among 400,000; note: potency is the fitted concentration of half-maximal effect; % is set by controls: 0 for no effect and ±100 for the full control effect; nearly all actives have a fitted effect of over 60% in size
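Potencies derive from concentration-effect curves fitted to normalized luminescence (CellTiter-Glo) of KB-V1 cells treated for 72 h at 37 degrees C in phenol-red-free DMEM containing 10% FBS.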
ATXN2 expr inh – ATXN2 expression inhibition; HEK-293 ATXN2-luciferase reporter, luminescence, 24 h; Potency, µM (highest dose often 57 µM), without a hit: top-dose activity change, negative = inhibition, usual class: inhibitors; hit rate 0.72% among 360,000; AID 1745845; note: potency is the fitted concentration of half-maximal effect; % is set by controls: 0 for no effect and ±100 for the full control effect; nearly all actives have a fitted effect of over 55% in size
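qHTS (up to 57 uM final) was run with 24 h compound exposure of reporter cells at 37 °C. Each well was multiplexed: SteadyGlo luminescence measured ATXN2-luciferase expression after a fluorogenic Gly-Phe-AFC viability readout (25 uM final).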
SW480 rereplic – DNA re-replication induction in SW480 cells; SW480 DNA re-replication, Hoechst DNA content imaging, 48 h; hit rate 1.8% among 340,000; Potency, µM (highest dose often 46.1 µM), for the others: at the highest dose re-replication activation, hits mostly activators; AID 624297; note: potency is the fitted concentration of half-maximal effect; % of control where 0% means no effect; nearly all actives have a fitted effect of over 55% in size
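Cells (250 per well) received 23 nL compound or DMSO by pin tool and were kept 48 hr at 37 C, 5% CO2. Nuclei were then stained with Hoechst for 40 min and scanned for DNA content.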
KB-3-1 cytotox – kills parental KB-3-1 adenocarcinoma cells. KB-3-1 viability, CellTiter-Glo ATP luminescence, 72 h. Potency, µM (top dose mostly 46.1 µM), for inactives: at the top dose activity change, negative = cytotoxic, actives largely listed as cytotoxic. hit rate 1.4% among 400,000; note: potency is the fitted concentration of half-maximal effect; % is set by controls: 0 for no effect and ±100 for the full control effect; nearly all actives have a fitted effect of over 60% in size
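Viability of parental KB-3-1 cells, measured by CellTiter-Glo luminescence, followed a 72 h incubation at 37 °C with pinned compounds in phenol-red-free DMEM containing 10% FBS.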
S2 tox – viability counter-screen for ATXN expression inhibitors. S2 cells (HEK-293 line with an ATXN2-luciferase reporter) viability, CellTiter-Fluor protease fluorescence, 24 h. Potency, µM (doses to about 56.7 µM), most hits filed as cytotoxic. hit rate 0.49% among 400,000. AID 651635; note: potency is the fitted concentration of half-maximal effect; nearly all actives have a fitted effect of over 40% in size
HT1080NT lethal – kills 2HG-producing HT-1080-NT fibrosarcoma cells; HT-1080-NT fibrosarcoma viability, CellTiter-Glo ATP luminescence, 48 h; Potency, µM (doses to about 46.1 µM), for the others: at the highest dose activity, negative = less viability, most hits filed as cytotoxic; hit rate 1.6% among 360,000; AID 686970;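 note: NT is the 2HG producing partner of a matched IDH1 knockdown line; potency is the fitted concentration of half-maximal effect; 0% = DMSO-treated cells and -100% = media-only wells without cells; nearly all actives have a fitted effect of over 55% in size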
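HT-1080-NT fibrosarcoma cells (2HG-overproducing), 750 cells/well in RPMI with 5% FBS, dosed after 2 h and incubated 48 h at 37C. CellTiter-Glo luminescence normalized to DMSO and no-cell wells; concentration-response curves fitted and classed.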
IL1B secr inh – inhibitors of inflammasome signaling (IL-1 beta secretion). AID 743279. THP-1 LPS/ATP IL-1B secretion, AlphaLISA, 16 h; stronger effect = lower value. activity change, % at 57.5 µM. hit rate 4.7% among 360,000; in the data active = activity change below about -50%; inconclusive = mostly about -30% to -49%; note: % is set by controls: 0 for no effect and ±100 for the full control effect
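THP-1 cells pretreated 1 hr with compounds (up to 57.5 uM final), then stimulated with LPS (250 ng/mL final) plus ATP (1.25 mM final); secreted IL-1B measured by AlphaLISA after 16 hr, decreased signal indicating inhibition.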
The depositor's hits bear a star; i = inactive; ? = inconclusive; . = not tested or not shown; [ ] = dose if it differs, or a comment. Unless noted, calls come from the whole dose curve; as a rule, active = well fitted curve in the direction sought with a large enough effect; inconclusive = small, poorly fitted or top-dose-only effect, or another doubt; inactive = no such curve, though single readings can be large; an effect the other way counts as inactive or inconclusive.

SMILES	MCF10A rereplic	HT1080 IDH1KD tx	KB-V1 cytotox	ATXN2 expr inh	SW480 rereplic	KB-3-1 cytotox	S2 tox	HT1080NT lethal	IL1B secr inh
Cn1c(=O)c2c(SCC(=O)NCC3CCCO3)nc(CC(C)(C)C)nc2n(C)c1=O (configuration not stated)	17%	-3%	-9%	-12%	-6%	-8%	i	5%	0
Cc1ccc(C(=O)NNc2ncnc3ccccc23)cc1	16%	-2%	6%	5%	-34%[inhibitor]	-6%	i	-2%	8
C=C(C)Cn1c(-c2cccc([N+](=O)[O-])c2)n[nH]c1=S	-4%	-2%	-14%	-14%	-6%	22%	i	6%	19
O=C(N/N=C/c1ccccn1)C(=O)N1CCCCCC1	0%	25%	2%	-12%	-19%	0%	i	13%	-1
COc1cc(OC)cc(-c2c(-c3ccc(F)cc3)c3cc(-c4ccc5[nH]ccc5c4)ccc3n2C)c1	11%	-7%	21µM*	-21%	?	0%	i	-7%	-19
CCN(CC)c1ccc(/C=N/NC(=O)c2ccoc2C)cc1	-3%	?	7%	1%	-2%	18%	?	?	-19
O=C(c1ccc(Cl)cc1)[C@@H]1[C@@H]2C(=O)N(c3ccc(Cl)cc3)C(=O)[C@@H]2C2c3ccccc3C=NN21 (some centres not stated)	0%	-15%	1%	1%	2%	-6%	i	-11%	-3
CC(C)(C)OC(=O)NCCCCCNC(=O)c1nc[nH]c1C(=O)N1CCN(C(=O)OC(C)(C)C)CC1	9%	5%	0%	0%	-5%	5%	i	-2%	5
CCN1C(=O)C2(/C(=C(\O)c3ccc4c(c3)OCCO4)C(=O)C(=O)N2CCCOC)c2ccccc21 (configuration not stated)	-11%	-1%	7%	-1%	-9%	7%	i	2%	5
COc1cccc(-c2nn(-c3ccccc3)cc2C(=O)n2nnc3ccccc32)c1	?	7%	-11%	?	-1%	0%	?	2%	-24
c1ccc(-c2nc(N3CCNCC3)nc3ccccc23)cc1	0.71µM*	1%	?	0%	23µM*	-4%	i	1%	?
CCOC(=O)N1CCN(C(=O)C[C@@H]2C[C@@]3(C(=O)OC)CC(C)(C)CC=C3N(Cc3ccc4c(c3)OCO4)C2=O)CC1	.	-20%	?	.	.	-1%	.	-10%	-2
CCOC(=O)C(NC(=O)c1ccccc1)(Nc1cccc(C)n1)C(F)(F)F (configuration not stated)	-9%	24%	4%	3%[11.3 µM]	-3%	-1%	i	0%	17
CCOc1ccc(Oc2ccc(Cl)cc2NC(=O)CCNC(C)=O)cc1	-1%	3%	?	?	-1%	-3%	i	1%	8
CN(c1ccccc1)S(=O)(=O)c1ccc(NC(=O)COc2ccccc2)cc1	-4%	-21%	-40%	-28%	?	0%	i	-9%	5
O=C(/C=C/c1ccc2c(c1)OCO2)NC1CCCC1	-5%	-3%	8%	.	-2%	-2%	i	5%	-1
CC(=O)OCC(=O)C1(O)CCC2C3CC(C)C4=CC(=O)CCC4(C)C3C(O)CC21C (configuration not stated)	0%	?	-3%	-11%	-2%	0%	i	?	-60*
COc1cc(C(=O)N2CCC(c3nc(-c4cccnc4)no3)CC2)cc(OC)c1OC	1%	-20%	-5%	1%	-4%	-29%	i	1%[9.24 µM]	0
CCOc1cc(C(=O)Nc2cc(C)ccn2)cc(OCC)c1OCC	?	-23%	-12%	15%	16%	?	i	-17%	-2
O=[N+]([O-])c1cccc(/C=N/Nc2nc(NCc3ccccc3)nc(N3CCOCC3)n2)c1	?	-25%	-18%	-10%	?	-4%	i	-5%	18
COc1cc(CNCCc2c[nH]c3ccccc23)cc(Cl)c1OCC(N)=O	?	-12%	-37%	-30%	-2%	-20%	i	-21%	?
O=C(C=Cc1cccs1)c1cccs1	?	-3%	-10%	5%	119%	-11%	i	-8%	-26
CC1CN(Cc2nc3c(c(=O)n(C)c(=O)n3C)n2CCc2ccccc2)CC(C)O1 (configuration not stated)	-3%	2%	-2%	-5%	-1%	1%	i	1%	-22
Cc1c(O)ccc(C(=O)COc2ccc(F)cc2)c1O	19%	?	15%	71%[activator]	1%	-7%	i	-24%	-15
CC(=O)Nc1nc2cccc([N+](=O)[O-])c2s1	3%	-23%	0%	12%[11.3 µM]	-18%	5%	i	-18%	?
O=C(/C=C/[C@H]1O[C@@H](n2cnc3c(NC(=O)c4ccccc4)ncnc32)[C@H](O)[C@@H]1O)NCc1ccc2c(c1)OCO2	.	17%	-13%	-1%	.	0%	i	23%	-14
CCCCNC(=O)c1onc(CSc2ccc(Cl)cc2)c1C(=O)O	-20%	-18%	0%	39%[activator]	3%	?	i	-9%	13
COc1ccc(-c2cc(CCCC(=O)NCCc3ccccc3)no2)cc1	15%	-7%	-2%	-9%	-10%	10%	i	-4%	8
Cn1c(SCC(=O)Nc2ccc3cn[nH]c3c2)nnc1-c1cnccn1	15%	-18%	0%	-3%	18%	-9%	i	-13%	22
COc1ccccc1CN(Cc1ccco1)c1cnc(S(C)(=O)=O)nc1C(=O)Nc1ccccc1Cl	.	.	?	6%	.	-15%	i	.	.
Cc1ccccc1NC(=O)CCSc1nnnn1-c1ccccc1	0%	3%	-13%	6%	12%	-5%	i	-15%	32
O=C(NCCN1CCN(C(=O)C(c2ccccc2)c2ccccc2)CC1)C(=O)Nc1ccccc1	0%	-8%	-8%	-9%	3%	-5%	i	-11%	-1
CCc1[nH]nc2c1C(C1C=CCCC1)C(C#N)=C(N)O2 (configuration not stated)	?	-20%	?	.	?	?	?	-17%	-54*
Cc1ccc(C(=O)OCC(=O)N(CC(C)C)c2c(N)n(Cc3ccccc3)c(=O)[nH]c2=O)cc1[N+](=O)[O-]	-22%	5%	12%	-10%	-22%	15%	i	5%	28
COc1ccc(C(=O)NC(=S)N2CC(C)OC(C)C2)cc1OC (configuration not stated)	-1%	-2%	-19%	-3%	2%	19%	i	-2%	-6
Cc1[nH]n(-c2ccccc2)c(=O)c1/C=N/NC(=O)c1ccoc1C	?	?	-25%	?	?	?	i	?	14
Cc1sc(-c2cc3ccccc3oc2=O)nc1-c1ccc(Cl)c(Cl)c1	.	.	?	2%	.	?	i	.	.
CCc1cc2c(=O)oc(-c3ccc(Br)cc3)nc2s1	3%	14%	?	9%	-5%	18%	i	6%	12
COc1ccc(S(=O)(=O)N(C)C)cc1NC(=O)COC(=O)c1nn(C)c(=O)c2ccccc12	-3%	10%	21%	.	2%	2%	i	?	2
CCOC(=O)C1=C(C)Nc2ncnn2C1c1ccccc1F (configuration not stated)	15%	12%	0%	2%	3%	0%	i	12%	-10
C[C@@]12C(=O)Nc3cc(F)c(F)cc3C(=O)N1[C@H]1c3ccccc3OC[C@@H]1[C@@H]2c1ccccc1	19%	-25%	?	-17%	?	?	i	-25%	-63*
CCOC(=O)c1ccc(NC(=O)C2CC(=O)Nc3nc4ccccc4n32)cc1 (configuration not stated)	-9%	24%	-1%	5%	0%	?	i	16%	-9
COC(OC)c1nc(SCC(=O)Nc2cccc(Cl)c2)ncc1C(=O)O	14%	0%	2%	.	4%	-5%	i	-3%	-28
COCCNC(=S)N(CCc1c(C)[nH]c2ccccc12)Cc1cccnc1	?	-12%	-1%	-1%	-1%	0%	i	0%	9
Nc1nc(C2CCCN2S(=O)(=O)c2ccc(Cl)cc2)cs1 (configuration not stated)	-13%	10%	-8%	-2%	-1%	-6%	i	7%	-22
S=c1[nH]nc(Cc2ccccc2)n1-c1ccc(Cl)cc1	-7%	5%	-6%	8%[11.3 µM]	-7%	26%	i	10%	27
CCCc1nnc(NC(=O)CC(=O)OCC)s1	-13%	20%	-3%	2%	2%	15%	i	16%	-6
CCOC(=O)C1(Cc2ccccc2Cl)CCN(C(=O)CN2CCOC2=O)CC1	-17%	9%	29%	46%[activator]	-6%	8%	i	4%	14
O=C(c1ccc2c3c(cccc13)CC2)C1CCCN(Cc2ccncc2)C1 (configuration not stated)	?	-6%	?	.	?	-22%	i	13µM*	?
Cc1nn2c(NCCN(C)C)c3c(nc2c1-c1ccccc1)CCCC3	13%	15µM*	?	-3%	?	3%	.	15µM*	-58*
COc1ccc(C(=O)COc2ccccc2N2C(=O)C3C4C=CC(C4)C3C2=O)cc1 (configuration not stated)	9%	13%	-16%	35%[activator]	-1%	-2%	i	14%	9
CC(NC(=O)CCSc1nc(-c2ccc3c(c2)OCO3)cc(C(F)(F)F)n1)c1ccccc1 (configuration not stated)	15%	-11%	-28%	-26%	0%	-15%	i	-1%	13
CCN(CC)c1cc(C)nc2nc(-c3ccc(C)cc3)nn12	.	.	2%	-12%	.	0%	?	.	.
CC(NC(=O)c1cc2cc([N+](=O)[O-])ccc2oc1=O)C1CCCO1 (configuration not stated)	-2%	7%	7%	-24%	-6%	1%	?	15%	-15
Cc1cc([N+](=O)[O-])ccc1NC(=S)NC(=O)Cc1ccccc1	-12%	-4%	-26%	3%	4%	7%	i	-4%	21
CCCCC[C@@H](C)N1C[C@@H](COCc2ccccc2)Oc2cc(N3CCC[C@H]3COC)ccc2S1(=O)=O	.	-14%	-30%	15%	.	-13%	i	-18%	39
COc1ccc(OC)c(NC(=O)CSc2nc(=O)n(CCN3CCOCC3)c3c2CCC3)c1	0%	0%	20%	9%	-1%	3%	?	8%	-1

Some of these compounds in order of their number in IL1B secr inh, largest number first:
molecule | SW480 rereplic | IL1B secr inh
CCCc1nnc(NC(=O)CC(=O)OCC)s1 | 2% | -6
CCOC(=O)c1ccc(NC(=O)C2CC(=O)Nc3nc4ccccc4n32)cc1 (configuration not stated) | 0% | -9
Cc1nn2c(NCCN(C)C)c3c(nc2c1-c1ccccc1)CCCC3 | ? | -58*
